human PMI inhibitors: MPI inhibition at elevated mannose 6-phosphate – biochemical, fluorescence intensity, high mannose 6-phosphate, primary screen (AID 1220); recombinant PMI enzyme, coupled fluorescence intensity; higher % means a stronger effect; inhibition, % at 20 µM; hits with a dose series show IC50 in µM; 0.66% of 190,000 active
LYP inhibition: inhibitors of LYP phosphatase, biochemical, fluorescence intensity, uHTS (AID 1779); recombinant LYP phosphatase, fluorescence intensity; higher % means a stronger effect; one-dose inhibition, % at 11.5 µM; IC50 in µM for titrated hits; 0.054% of 290,000 active;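 further: plate controls were vehicle with enzyme for no effect and no enzyme for full effect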
human PMI inhibition: inhibitors of human PMI, primary screen, biochemical, fluorescence intensity, coupled assay (AID 1209). purified PMI enzyme, coupled fluorescence intensity; higher % means a stronger effect. inhibition, % at 20 µM, or IC50 in µM where a hit was titrated. 0.42% of 190,000 active;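 further: plate controls were DMSO vehicle for no effect and wells lacking substrate for full effect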
Dynein transport: blocks dynein driven cargo transport along microtubules; 3617.4 mouse cells, GR-EGFP nuclear translocation imaging; test concentration mostly 20 µM; stimulated with dexamethasone, 1 µM; stronger effect = lower value; z-score, hits read low; 0.47% of 220,000 active;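 active means plate z-score of nuclear minus cytoplasmic receptor signal below a set negative limit, without overly bright fluorescence or cell loss, cut at about -3.5 in these data, passing the limit was not always enough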;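 further: z-score of nuclear minus cytoplasmic ring GR-EGFP intensity difference per well; some compounds called inactive have numbers as strong as hits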
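medium = tetracycline-free induction medium containing charcoal-stripped FBS | probe or stimulus = dexamethasone, 1.0 µM final | timing = 48 h induction, then 1 h compound, then 30 min agonist, 37 °C | detection = automated 10x imaging of fixed Hoechst-stained cells | read-out basis = nuclear versus cytoplasmic GR-EGFP signal, averaged per well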
M1AAP inhibition: malaria alanyl aminopeptidase activity blockers – biochemical, fluorogenic H-Leu-NHMec substrate, 1536-well (AID 1445); recombinant M1AAP, H-Leu-NHMec fluorogenic kinetic assay; higher % means a stronger effect; inhibition, % at 30 µM, or IC50 in µM where a hit was titrated; 0.42% of 220,000 active;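 active means primary inhibition above the hit cutoff, then over 50% inhibition at one or more dose response concentrations, cut at about 23% in these data, passing the limit was not always enough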;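 further: plate controls were DMSO full reaction for no effect and no enzyme background for full effect; strong numbers were not always called active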
AID2073: disruptors of CaV2.2 binding to Mint1 – biochemical, HTRF (AID 2073); HTRF protein-protein interaction, Mint1-CaV2.2; higher % means a stronger effect; one-dose inhibition, % at 20 µM; IC50 in µM for titrated hits; 0.19% of 290,000 active; in the data active means inhibition mostly above about 51%, no sharp cut-off; further: some results filed as inactive read as strong as hits
Siah-1 displacement: blockers of Siah-1 interaction with plectin peptide – biochemical, fluorescence polarization, rhodamine-plectin, uHTS, primary screen (AID 1817); Siah-1 / rhodamine-plectin peptide fluorescence polarization; higher % means a stronger effect; one-dose displacement, % at 20 µM; IC50 in µM for titrated hits; 0.02% of 290,000 active;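 active means displacement of at least 50% at 20 µM, with a fluorescence ratio check between 0.3 and a set limit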;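 further: plate controls were Siah plus tracer with DMSO for no effect and tracer alone without Siah for full effect; strong numbers were not always called active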
P. falciparum M17LAP: P. falciparum M17LAP inhibitors, primary screen, biochemical, fluorogenic H-Leu-NHMec substrate, 1536-well (AID 1619); 0.38% of 220,000 active; recombinant M17LAP, H-Leu-NHMec fluorogenic kinetic assay; higher % means a stronger effect; inhibition, % at 30 µM, or IC50 in µM where a hit was titrated;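 active means compound inhibiting the enzyme by more than half at any dose during confirmatory dose-response retesting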;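 further: plate controls were full reaction with DMSO carrier for no effect and no enzyme background for full effect; strong numbers were not always called active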
XIAP displacement: XIAP antagonists, biochemical, IAP family, fluorescence polarization (AID 1018); XIAP BIR domain, fluorescence polarization peptide displacement; higher % means a stronger effect; displacement, % at 20 µM; hits with a dose series show IC50 in µM; 0.007% of 200,000 active; in the data active means displacement above about 50%; further: a part of the inactive calls stands beside numbers as strong as those of hits
Dynein transport cytoplasmic EGFP: further read-out of Dynein transport, marked with its call; z-score; measured here: cytoplasmic GR-EGFP intensity; stronger effect = higher value
Dynein transport nuclear GR-EGFP: also measured in Dynein transport; calls as there; z-score; measured here: nuclear GR-EGFP intensity;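 lower value marks the stronger effect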
Dynein transport cell count: further read-out of Dynein transport, marked with its call; z-score; measured here: cell count per field
* = called active by the depositor; . = not tested or not shown. Unless noted, no stated cut-off is given here; in the data, active means inhibition above about 50%; inactive means the rest.

1: CCSC1=N/C(=C\c2ccc(-c3ccccc3[N+](=O)[O-])o2)C(=O)S1
2: Cn1nc(C(C)(C)C)c(NC(=O)c2ccc(F)cc2)c1C(C)(C)C
3: CC(=O)Cn1ncc(N2CCCCC2)c(Cl)c1=O
4: COc1ccc(C(=O)CSc2ccc(-c3ccco3)nn2)cc1
5: O=C(OCc1nc(-c2ccccc2)oc1COC(=O)c1ccco1)c1ccco1
6: Oc1c(Cl)cc(Cl)cc1C=Nc1ccc(Br)cc1
7: CC12CCC(C(=O)NCCN3CCCCC3)(CC1=O)C2(C)C (stereo unspecified)
8: CCOC(=O)N1CCN(CC(=O)Nc2ccc([N+](=O)[O-])cc2C(=O)Nc2ccccc2F)CC1
entry no. | 1 | 2 | 3 | 4 | 5 | 6 | 7 | 8
human PMI inhibitors | 20% | . | -4% | 0% | 15% | 18% | -4% | 13%
Dynein transport | -1.2 | 1.2 | 0.28 | 0.36 | -1 | -0.74 | -0.95 | 0.84
LYP inhibition | -4% | -6% | -1% | 24% | 3% | -7% | 2% | -3%
Dynein transport cytoplasmic EGFP | -0.11 | -0.24 | -0.29 | -0.26 | -0.22 | 0.056 | -0.16 | -0.15
Dynein transport cell count | 0.92 | -0.75 | -0.32 | 0.56 | 0.26 | -0.23 | 0.95 | -1.3
XIAP displacement | -6.0% | . | -5.0% | -10% | -3.6% | -3.5% | -5.5% | 19%
Siah-1 displacement | -3% | -5% | 2% | 20% | 6% | 1% | -8% | 4%
Dynein transport nuclear GR-EGFP | -0.77 | 0.34 | 0.14 | 0.27 | -0.4 | -0.28 | -0.38 | 1.1
human PMI inhibition | 14% | . | -3% | 7% | 17% | -10% | 9% | 19%
M1AAP inhibition | 13% | 4% | 7% | 5% | 13% | 12% | 2% | 14%
AID2073 | -6% | -11% | -1% | 54% | -3% | -5% | 0% | -16%
P. falciparum M17LAP | 34% | -4% | -4% | -8% | 4% | 10% | -21% | 4%

Retrieved one by one from the entries so far, 2 records:
8: CCOC(=O)N1CCN(CC(=O)Nc2ccc([N+](=O)[O-])cc2C(=O)Nc2ccccc2F)CC1
5: O=C(OCc1nc(-c2ccccc2)oc1COC(=O)c1ccco1)c1ccco1
entry no. | 8 | 5
human PMI inhibitors | 13% | 15%
Dynein transport | 0.84 | -1
LYP inhibition | -3% | 3%
Dynein transport cytoplasmic EGFP | -0.15 | -0.22
Dynein transport cell count | -1.3 | 0.26
XIAP displacement | 19% | -3.6%
Siah-1 displacement | 4% | 6%
Dynein transport nuclear GR-EGFP | 1.1 | -0.4
human PMI inhibition | 19% | 17%
M1AAP inhibition | 14% | 13%
AID2073 | -16% | -3%
P. falciparum M17LAP | 4% | 4%

Complete entries from above. Values in the order: human PMI inhibitors | Dynein transport | LYP inhibition | Dynein transport cytoplasmic EGFP | Dynein transport cell count | XIAP displacement | Siah-1 displacement | Dynein transport nuclear GR-EGFP | human PMI inhibition | M1AAP inhibition | AID2073 | P. falciparum M17LAP
Listed for Cn1nc(C(C)(C)C)c(NC(=O)c2ccc(F)cc2)c1C(C)(C)C → . | 1.2 | -6% | -0.24 | -0.75 | . | -5% | 0.34 | . | 4% | -11% | -4%
Listed for Oc1c(Cl)cc(Cl)cc1C=Nc1ccc(Br)cc1 → 18% | -0.74 | -7% | 0.056 | -0.23 | -3.5% | 1% | -0.28 | -10% | 12% | -5% | 10%

Going on with the list.
9: O=C(CCCCCN1C(=O)CCC1=O)Nc1ncn[nH]1
10: Cc1cccn2c(=O)c(C=Nc3ccccc3)c(NCCO)nc12
11: O=C(c1cn(CC(=O)N2CCCC2)c2ccccc12)C1CCCCC1
12: Cc1cc(C(=O)N/N=C/c2ccc3c(c2)OCO3)c(C)o1
13: CC(C)N(Cc1ccccc1)C(=S)Nc1ccc(OC(F)F)cc1
14: CCc1nccn1CCC(=O)N1CCc2c([nH]c3ccccc23)C1CC(C)C (stereo unspecified)
15: CC(C)OC(=O)c1ccc(Cn2nnc3ccccc3c2=O)cc1
16: CC1(C)CC(=O)C(C=NCCN2CCN(C(=O)CCl)CC2)=C(O)C1
17: CC(C)NC(=O)c1ccc(N2CCOCC2)nc1
18: COc1ccccc1S(=O)(=O)Cc1ccc(C(=O)NCCN2CCCC2)o1
19: COc1ccccc1CC(NC(C)=O)C(=O)NC1CCN(c2nnnn2-c2ccccc2)CC1 (stereo unspecified)
entry no. | 9 | 10 | 11 | 12 | 13 | 14 | 15 | 16 | 17 | 18 | 19
human PMI inhibitors | 4% | 7% | 5% | 1% | 0% | . | 8% | . | -4% | 14% | 15%
Dynein transport | -0.94 | 1.1 | -0.37 | -0.085 | 1.3 | -0.44 | -1.1 | 1.3 | -0.9 | -0.43 | 0.38
LYP inhibition | -3% | -13% | -5% | -1% | -5% | -2% | -5% | -1% | -5% | -4% | 4%
Dynein transport cytoplasmic EGFP | -0.19 | -0.21 | -0.093 | -0.24 | -0.14 | -0.2 | -0.072 | -0.15 | -0.072 | -0.15 | -0.2
Dynein transport cell count | 0.25 | -0.29 | -0.72 | 0.64 | -1.6 | 0.048 | 0.68 | -1.5 | 0.54 | 0.56 | 0.49
XIAP displacement | -4.6% | -0.3% | -2.7% | -8.9% | -1.2% | . | -3.7% | . | -6.0% | -7.1% | -1.7%
Siah-1 displacement | 5% | -2% | 1% | 0% | 2% | 3% | -2% | 1% | 3% | -1% | 0%
Dynein transport nuclear GR-EGFP | -0.78 | 0.64 | 0.27 | 0.051 | 0.51 | -0.26 | -0.28 | 0.53 | -0.17 | -0.11 | 0.38
human PMI inhibition | 9% | 6% | 5% | 3% | 4% | . | 9% | . | -3% | 8% | 17%
M1AAP inhibition | 0% | 14% | 0% | 2% | 13% | 6% | -4% | 5% | -1% | 8% | 1%
AID2073 | -3% | 0% | 2% | -2% | -8% | 13% | 5% | 0% | 2% | -6% | -9%
P. falciparum M17LAP | -3% | -50% | 7% | 4% | -16% | 6% | -4% | 6% | 2% | 2% | 2%
